DT40 TDP1 no CPT – qHTS for Inhibitors of human tyrosyl-DNA phosphodiesterase 1 (TDP1): qHTS in cells in absence of CPT | AID 686978, 2013 | DT40 Tdp1-/- hTDP1 cells, no CPT, ATP luminescence, 48 h | Potency, µM (titrated, usually from 46.2 µM), without a hit: at the highest dose activity change, negative = growth inhibition, usual class: inhibitors | actives 15% (n = 420,000); also: nearly all actives have a fitted effect of over 55% in size
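Seeded 400 DT40-hTDP1 cells/well (vehicle DMSO, no 20 nM CPT); pinned compounds; ≥48 hr at 37 °C; CellTiter-Glo luminescence as viability measure.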
TDP1 cell CPT – DT40-hTDP1 cell growth loss with CPT; chicken DT40 Tdp1-/-;hTDP1 cells + 20 nM CPT, ATP luminescence, 48 h; Potency, µM (titrated, usually from 46.2 µM), for the others: top-dose activity change, negative = growth inhibition, usual class: inhibitors; actives 12% (n = 420,000); AID 686979; also: nearly all actives have a fitted effect of over 55% in size
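Chicken DT40 Tdp1-/- cells stably complemented with human TDP1 were seeded at 400 cells/well in medium containing 20 nM camptothecin, exposed to pin-transferred compounds, and grown at 37 °C for at least 48 hr. Viability was read as ATP luminescence.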
TDP1 inh – TDP1 (human) enzyme inhibition; AID 485290; Q9NUW8; actives 0.28% (n = 350,000); Potency, µM (series often up to 130 µM), without a hit: at the top dose activity change, negative = inhibition, hits mostly inhibitors; recombinant TDP1, AlphaScreen DNA substrate cleavage; also: nearly all actives have a fitted effect of over 40% in size
Target sequence (Q9NUW8 whole entry, looked up): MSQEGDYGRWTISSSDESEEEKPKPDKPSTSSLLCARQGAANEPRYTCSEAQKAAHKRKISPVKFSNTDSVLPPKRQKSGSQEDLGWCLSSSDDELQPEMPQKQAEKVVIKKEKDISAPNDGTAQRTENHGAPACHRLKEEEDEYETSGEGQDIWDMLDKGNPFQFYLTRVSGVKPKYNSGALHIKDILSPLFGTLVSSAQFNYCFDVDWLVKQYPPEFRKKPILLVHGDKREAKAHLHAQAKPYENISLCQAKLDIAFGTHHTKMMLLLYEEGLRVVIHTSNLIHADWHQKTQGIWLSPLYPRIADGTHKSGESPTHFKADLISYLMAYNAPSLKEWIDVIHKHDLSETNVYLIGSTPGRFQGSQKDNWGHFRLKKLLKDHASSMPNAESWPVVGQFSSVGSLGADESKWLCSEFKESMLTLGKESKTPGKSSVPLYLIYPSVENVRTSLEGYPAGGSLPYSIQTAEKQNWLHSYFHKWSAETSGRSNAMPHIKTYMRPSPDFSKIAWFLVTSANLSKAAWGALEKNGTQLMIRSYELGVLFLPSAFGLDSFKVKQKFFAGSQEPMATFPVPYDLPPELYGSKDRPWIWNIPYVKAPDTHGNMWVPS
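Recombinant E. coli-expressed Tdp1 (1 nM) preincubated with compound 15 min at RT, then 5'-biotin/3'-phosphotyrosine-FITC DNA substrate (15 nM) added for 5 min. AlphaScreen beads (10 ug/ml) added, 10 min RT; tyrosine-FITC cleavage read as signal loss.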
Starred values were filed as active, the others as inactive; ? = inconclusive; · = not tested or not shown; [ ] = remark or other dose. Calls follow the shape of the dose curve; as a rule, active = well fitted curve in the direction sought with a large enough effect; inconclusive = small, poorly fitted or top-dose-only effect, or another doubt; inactive = no such curve, though single readings can be large; an effect the other way counts as inactive or inconclusive. % is scaled to controls: 0 for no effect and ±100 for the full control effect; potency is read from the fitted curve at half-maximal effect.

SMILES | DT40 TDP1 no CPT | TDP1 cell CPT | TDP1 inh
O=C(NNC(=O)C1CC(c2cccnc2)=NO1)Nc1cccc(F)c1 (configuration not stated) | 9.7% | -16.7% | 2.0%
CC(=O)NC(=Cc1ccccc1)C(=O)N1CCCC1C(=O)O (configuration not stated) | -12.7% | -11.0% | ·
COc1cc(/C=N/NC(=O)c2sc3ccccc3c2Cl)ccc1OC(=O)c1ccc([N+](=O)[O-])cc1 | ? | ? | 2.5%
COC(=O)c1c(Cc2ccccc2Cl)c[nH]c1C | -17.1% | 5.1% | 2.6%
O=C1CCCc2c1cc(-c1ccccc1)n2-c1ccccc1 | ? | -28.8% | 7.6%
C[C@@]12CCC3[C@@](CCC4[C@@]3(C)CCC[C@@]4(C)C(=O)N3CCOCC3)(CC1=O)C2 (some centres not stated) | ? | -12.3% | 0.3%
COc1ccc(CNC(=O)CN(C(=O)c2csnn2)c2ccc(C(C)=O)cc2)cc1 | -9.2% | -0.6% | ·
O=C(N/N=C/c1ccc(F)cc1)c1ccccc1 | -6.4% | 3.3% | -3.4%
CC(=O)c1c(C)n([O-])c2cc(F)c(F)cc2[n+]1=O | -27.6% | ? | -5.1%
O=C(Nc1cc(-c2ccccc2)nn1-c1c(Cl)cccc1Cl)c1ccc(F)cc1 | 18.4µM* | 20.6µM* | 0.9%
CCCCC(Sc1nc(N)c(NC(=O)c2ccco2)c(=O)[nH]1)C(=O)O (configuration not stated) | 12.8% | -2.6% | 1.8%[56.1 µM]
CC(C)CNC(=O)NC(=O)COC(=O)c1ccccc1Sc1ccc(C(F)(F)F)cc1[N+](=O)[O-] | ? | 29.1µM* | 8.2%
O=C(c1ccccc1)c1ccc(OC(=O)N2CCOCC2)cc1 | -19.0% | -4.8% | -2.1%
C#Cc1ccc([C@H]2C=C(C(=O)N3CCN(Cc4ccccc4)CC3)O[C@@H](OCc3ccc(CO)cc3)C2)cc1 | 18.4µM* | 16.4µM* | 2.6%
O=C(CCCN1C(=O)/C(=C\c2cccs2)SC1=S)NNC(=O)c1cccnc1 | -20.9% | -17.8% | 1.6%
Cc1ccc(S(=O)(=O)N2CCCC2C(=O)Nn2cnnc2)cc1 (configuration not stated) | 10.2% | -13.3% | 1.0%
Cc1cc(C)n(CCNC(=O)CCc2nnc(CCc3ccccc3)o2)n1 | ? | -2.3% | 2.5%
CC(/C=N/n1c(-c2cc(C)[nH]n2)n[nH]c1=S)=C\c1ccccc1 | ? | ? | 5.4%
CCOc1ccc(/C=C2\SC(N3CCCCC3)=NC2=O)cc1 | 2.91µM* | 6.51µM* | ·
O=C(Nc1nc(-c2ccc3ccccc3c2)cs1)c1ccc(N2C(=O)CCC2=O)cc1 | ? | ? | 2.6%
Cn1c(=O)c(-c2cccs2)nc2cncnc21 | -21.2% | 20.7% | ·
Cc1onc(-c2c(Cl)cccc2Cl)c1C(=O)NCCc1ccc(S(N)(=O)=O)cc1 | -0.4% | -11.9% | 5.6%
N#Cc1c(C(F)(F)F)cc(Cc2ccccc2)nc1SCC(=O)NCC(=O)O | -12.1% | 12.2% | ·
COCCCNC(=O)C(=O)Nc1ccc2c(c1)N(S(=O)(=O)c1cccs1)CCC2 | 0.581µM* | 0.651µM* | -0.4%
Cn1ccnc1SCC(=O)NC1CCCCC1 | 9.0% | 1.0% | 6.2%
COc1ccc(CN2CCc3ccccc3C2)cc1Br | ? | -2.9% | ·
CCCCCC(=O)Nc1cc(S(=O)(=O)N2CCOCC2)ccc1N1CCN(C)CC1 | 0.3% | -11.4% | 4.8%
O=C(NNC1=C(C(=O)C(F)(F)F)CCC1)c1cccc(Cl)c1 | 6.51µM* | 5.8µM* | 4.5%
COc1ccc(N=Cc2cc(Cc3ccccc3Cl)cc([N+](=O)[O-])c2O)cc1OC | 25.9µM* | ? | 7.9%
COCCOC(=O)C1=C(C)NC2(O)c3ccccc3C(=O)C12O (configuration not stated) | 3.2% | -10.6% | -1.2%
COCCCNC(=O)/C(C#N)=C/c1cc(C)[nH]c1C | ? | -18.5% | -2.4%
COCCCNC(=O)/C(C#N)=C/c1c(N2CCN(C)CC2)nc2c(C)cccn2c1=O | 3.1% | 8.9% | ·
COC(=O)N1CCN(c2ccc(C)cc2)C(C)C1 (configuration not stated) | 8.1% | 13.7% | 0.0%
C/C(=N\OCC(=O)NC(C)C)c1cccs1 | 12.1% | ? | -5.0%
CCN(CC)S(=O)(=O)c1ccc(C(C)NC(=O)C2CCCN2C(=O)c2cccs2)cc1 (configuration not stated) | ? | -8.6% | -2.7%
CCOC(=O)N/N=C/c1ccc(Oc2ccccc2)cc1 | ? | -17.2% | -4.2%
CCCn1c2c(c(O)c(C(=O)Nc3nccs3)c1=O)CCCC2 | ? | 5.9% | 3.9%
CN1CCN(c2ccc(CNC(=O)C3Cc4c(-c5cccc(F)c5)ccnc4O3)cc2)CC1 (configuration not stated) | 20.6µM* | ? | ·
Cc1ccc(C(=O)Nc2cccc(C(F)(F)F)c2)cc1Nc1cnccn1 | 16.4µM* | 23.1µM* | 2.4%
O=C(c1ccco1)N1CCN(C(c2ccc(F)cc2)c2nnnn2Cc2cccs2)CC1 (configuration not stated) | -4.7% | -1.4% | -2.0%
Cc1c(C(=O)NCc2ccccc2Cl)sc2nc3n(c(=O)c12)CCCCC3 | 25.9µM* | ? | 10.4%
Cn1c(=O)c2cc(NC(=S)NC3CC3)ccc2n1Cc1cccc(C(F)(F)F)c1 | ? | -22.7% | ·
CCC(CC)COC(=O)C1=C(C)NC(=O)NC1c1ccc(N(C)C)cc1 (configuration not stated) | 20.6µM* | ? | ·
COCCn1c(=O)c(-c2ccc(Cl)cc2)nc2cnc(N(C)C)nc21 | -6.8% | -18.7% | ·
CC(=O)Nc1ccc(S(=O)(=O)Nc2ccc(Cc3ccncc3)cc2)cc1 | 9.2µM* | ? | 4.0%
Cc1ccc(N(NC(=O)C(O)(c2ccccc2)c2ccccc2)C(=O)CCl)cc1 | 5.17µM* | 4.11µM* | 1.9%
COc1ccccc1NC(=O)c1ccc(S(=O)(=O)N(C)C)cc1 | -15.9% | 4.8% | -2.1%
Cc1ccc(C(=O)N2CCC(N3CCC(C(=O)N4CCOCC4)CC3)CC2)cc1C | -4.0% | 17.1% | 2.7%
CC(=O)c1cccc(OCC(O)CNCC2COc3ccccc3O2)c1 (configuration not stated) | -15.6% | -1.4% | ·
Fc1ccc(CSc2ccc(-c3ccco3)nn2)cc1 | ? | ? | -2.6%
O=C(Nc1cccc(Cl)c1)C(Cc1ccccc1)n1cccc1 (configuration not stated) | 18.4µM* | 23.1µM* | 2.0%
COC(=NC(C)C)NC(C)C | 2.2% | 6.1% | 2.6%
COc1cc2c(cc1NC(=O)CSc1ccc(C)cc1)oc1ccccc12 | ? | ? | -3.2%
O=C(CSc1ncnc2nc[nH]c12)Nc1ccc(Br)cc1Cl | ? | ? | ·
COc1ccc(CCNc2nc(C)cc(C)n2)cc1OC | 0.7% | 1.6% | ·
COc1cc2nc(N3CCCN(C)CC3)nc(NC3CCCCC3)c2cc1OC | 8.91µM* | 7.94µM* | ·
N#Cc1c(NC(=O)CN2C(=O)c3ccccc3C2=O)oc(-c2ccccc2)c1-c1ccccc1 | 3.8% | 1.7% | ·
Cc1ccc(S(=O)(=O)Nc2ccc3c(c2)nc2n3CCN(Cc3ccccc3)C2)cc1 | ? | 16.4µM* | 8.8%
Cc1[nH]c2ccccc2c1Cc1nnc(SCc2ccccc2)o1 | ? | ? | 7.8%
O=C(CSc1nc(-c2ccco2)nc2cc(=O)[nH]n12)Nc1ccc(F)cc1 | -10.5% | -11.8% | 0.0%

Four records drawn at random from those above:
SMILES | DT40 TDP1 no CPT | TDP1 cell CPT | TDP1 inh
Cc1ccc(C(=O)N2CCC(N3CCC(C(=O)N4CCOCC4)CC3)CC2)cc1C | -4.0% | 17.1% | 2.7%
N#Cc1c(NC(=O)CN2C(=O)c3ccccc3C2=O)oc(-c2ccccc2)c1-c1ccccc1 | 3.8% | 1.7% | ·
Cc1[nH]c2ccccc2c1Cc1nnc(SCc2ccccc2)o1 | ? | ? | 7.8%
O=C(CSc1nc(-c2ccco2)nc2cc(=O)[nH]n12)Nc1ccc(F)cc1 | -10.5% | -11.8% | 0.0%

Next section.
SMILES | DT40 TDP1 no CPT | TDP1 cell CPT | TDP1 inh
COc1ccccc1OCCCN1C(=O)C(=O)c2cccc(C)c21 | 1.46µM* | 4.61µM* | -2.4%
CCCCNC(=O)c1ccc2c(c1)ncn2C1CCCC1 | 1.5% | -28.5% | 2.0%
COc1ccccc1CNC(=O)C1CCN(S(=O)(=O)c2cccc([N+](=O)[O-])c2)CC1 | -6.6% | 1.3% | 13.4%
CN1CCN(C(=O)/C=C\c2ccc(Cl)cc2)CC1 | -2.6% | 6.7% | -2.5%
Cc1cnc(CNC(=O)C2CCC(=O)N(Cc3ccc(Cl)cc3)C2)[nH]1 (configuration not stated) | -0.5% | -8.7% | 4.7%
COc1ccccc1CCNC(=O)C(=O)Nc1cc2c3c(c1)CC(=O)N3CCC2 | ? | ? | 0.5%
CCC(=C(c1ccc(OC)cc1)c1ccc(OC)cc1)c1cn(CC(O)CN(CCO)CCO)c2ccccc12 (configuration not stated) | 20.6µM* | ? | 5.0%
N#CCCn1cc(C(=O)Nc2ccc(C(=O)O)cc2)c(-c2cccc(Br)c2)n1 | -3.0% | 12.6% | ·
Cc1cc(NC(=O)CCC(=O)N(Cc2ccccc2)C2(C(=O)NC3CCCCC3)CCCC2)no1 | ? | ? | 3.5%
CC(=O)N1CCN(C(=O)COC(=O)c2oc3ccccc3c2C)CC1 | 0.1% | -2.9% | 1.2%
Cc1ccc(C)c(CSC2=NCCN2C(=O)c2cccs2)c1 | 0.3% | 1.2% | -3.6%
CCCNC(=S)Nc1ccc(Oc2ccccc2)cc1 | 16.4µM* | ? | 1.9%
Cc1cccc(NC(=O)CSc2nnc(-c3ccco3)o2)c1C | -3.9% | 3.4% | -4.2%
CCN(CC)S(=O)(=O)c1cc(C(=O)Nc2cc(C)[nH]n2)ccc1Cl | 4.4% | -5.2% | ·
CCSCC(C)(C)n1[nH]c2ccccc2c1=O | ? | ? | ·
COc1ccc2cc(Br)ccc2c1CC(=O)NC1CC(C)(C)NC(C)(C)C1 | 23.1µM* | ? | 1.4%
Cc1[nH]n(-c2ccccc2)c(=O)c1/C=C1\C=NN=C1c1ccccc1 | -3.3% | 19.1% | 10.7%
CCOC(=O)C1CCN(C(=O)Nc2cccc(Cl)c2)CC1 | -3.3% | 7.2% | 1.1%
Cc1cc(C(=O)Nc2ccc(S(=O)(=O)N3CCCC3)cc2)no1 | 4.1% | -9.1% | -1.2%
Nc1ccc(S(=O)(=O)NC2(C(F)(F)F)NC(=O)N(c3ccccc3F)C2=O)cc1 (configuration not stated) | 2.0% | 9.8% | ·
COc1ccc(NC(=O)CCCc2ccccc2)c(OC)c1 | ? | 0.8% | ·
COc1ccccc1N1CCN(C(c2cccs2)C(C)NC(=O)C(=O)N2CCCCC2)CC1 (configuration not stated) | 1.3% | -29.2% | 1.5%
COC(=O)c1ccc(Cl)c(NC(=O)CN(c2ccc(OC)c(OC)c2)S(C)(=O)=O)c1 | 9.3% | 14.0% | 1.9%
CSc1ccccc1NC(=O)c1cc2ncc(Br)cn2n1 | -14.9% | -25.2% | ·
CC(=O)Cn1c(N2CCC(Cc3ccccc3)CC2)nc2c1c(=O)[nH]c(=O)n2C | 16.4µM* | ? | 1.0%
COc1ccc(CN2CCN(CCCc3ccccc3)C(CCO)C2)c(OC)c1 (configuration not stated) | ? | ? | ·
CCCNC(=O)c1cc(Cl)c(NC(=O)C2=CSCCO2)cc1OC | ? | ? | 1.9%
Fc1cccc(CCN2CCNC[C@H]2Cc2cccc3ccccc23)c1 | ? | ? | -0.3%

Another view of part of the listing above.
molecule	DT40 TDP1 no CPT	TDP1 cell CPT	TDP1 inh
COC(=O)c1ccc(Cl)c(NC(=O)CN(c2ccc(OC)c(OC)c2)S(C)(=O)=O)c1	9.3%	14.0%	1.9%
CSc1ccccc1NC(=O)c1cc2ncc(Br)cn2n1	-14.9%	-25.2%	·
CC(=O)Cn1c(N2CCC(Cc3ccccc3)CC2)nc2c1c(=O)[nH]c(=O)n2C	16.4µM*	?	1.0%
COc1ccc(CN2CCN(CCCc3ccccc3)C(CCO)C2)c(OC)c1 (configuration not stated)	?	?	·
CCCNC(=O)c1cc(Cl)c(NC(=O)C2=CSCCO2)cc1OC	?	?	1.9%
Fc1cccc(CCN2CCNC[C@H]2Cc2cccc3ccccc23)c1	?	?	-0.3%

Screening results (PubChem BioAssay)
